M1 PAM: potentiates human M1 receptor response to acetylcholine; CHO-K1 hM1, Fluo-8 calcium fluorescence, ACh EC20; 0% = ACh EC20, 100% = maximal ACh; activation, % at 3 µM; 360,000 tested, 0.088% active; in the data active = activation above about 19%, passing the limit was not always enough
Target sequence (P11229 whole entry, looked up): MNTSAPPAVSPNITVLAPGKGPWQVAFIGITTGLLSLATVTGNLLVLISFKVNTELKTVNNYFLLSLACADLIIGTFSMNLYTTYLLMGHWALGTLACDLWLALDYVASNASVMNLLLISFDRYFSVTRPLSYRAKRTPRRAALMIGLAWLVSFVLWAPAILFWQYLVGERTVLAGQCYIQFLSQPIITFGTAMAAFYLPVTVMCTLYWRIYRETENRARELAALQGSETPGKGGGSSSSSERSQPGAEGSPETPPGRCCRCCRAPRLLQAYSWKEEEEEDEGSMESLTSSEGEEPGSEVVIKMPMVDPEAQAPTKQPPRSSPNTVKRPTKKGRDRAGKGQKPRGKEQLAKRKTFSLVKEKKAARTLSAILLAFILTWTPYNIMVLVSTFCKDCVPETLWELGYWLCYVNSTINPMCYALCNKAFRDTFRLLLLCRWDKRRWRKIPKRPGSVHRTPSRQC
M1 ag: activates human CHRM1 receptor; P11229; CHO-K1 hM1, Fluo-8 calcium fluorescence, agonist mode; 0% DMSO, 100% acetylcholine EC100; activation, % at 3 µM; 360,000 tested, 0.33% active;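 active = activation above the run's mean compound activation plus 3 SD, cut at about 16% in these data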;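 note: peak over basal fluorescence ratio within a 140 s kinetic read after compound addition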
CHO parental Ca: signal in parental CHO cells, OX1R antagonist counter-screen; inhibition, % at 5.6 µM; AID 463079; parental CHO-K1, ATP-induced calcium, Fluo-8 fluorescence; 330,000 tested, 0.63% active;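 active = inhibition above that plate's mean sample inhibition plus 3 SD, cut at about 26% in these data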;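 note: 0% = ATP-challenged DMSO wells and 100% = DMSO wells without ATP; some compounds past the cut are filed as inactive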
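Material: parental CHO cells / Compound: single nominal dose of 5.6 µM per compound / Signal: Fluo-8 fluorescence / Replicates: singlicate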
TAAR1 agonist: agonists of human TAAR1 | CHO RD-HGA16 TAAR1, Fluo-8 calcium fluorescence; vehicle wells 0%, saturating PEA agonist 100% | activation, % at 3 µM | 360,000 tested, 0.99% active;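 active = activation above the mean activation of all test compounds in the run plus 3 SD, cut at about 38% in these data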
Target sequence (Q96RJ0 whole entry, looked up): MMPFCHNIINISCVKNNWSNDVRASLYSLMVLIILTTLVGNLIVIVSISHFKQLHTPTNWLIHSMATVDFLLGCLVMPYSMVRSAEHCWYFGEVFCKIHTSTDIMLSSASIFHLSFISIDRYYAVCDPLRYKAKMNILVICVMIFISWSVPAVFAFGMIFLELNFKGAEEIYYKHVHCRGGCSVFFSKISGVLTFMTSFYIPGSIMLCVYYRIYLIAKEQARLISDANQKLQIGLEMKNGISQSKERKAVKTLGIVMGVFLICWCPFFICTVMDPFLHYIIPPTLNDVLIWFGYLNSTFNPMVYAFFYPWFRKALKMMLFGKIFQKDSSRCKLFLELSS
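System: CHO-derived RD-HGA16 cells with stable Gα16 and human TAAR1 / Times: 17-24 h plating, Fluo-8 75 min 37 °C, 30 min RT / Technique: calcium-sensitive Fluo-8 signal, excitation 470-495, emission 515-575 nm / Measure: % activation relative to PEA EC100 response / Benchmarks: DMSO and PEA EC100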
CHO-K1 Ca antag: M1 antagonist counterscreen hit in parental CHO-K1 cells | ATP-induced calcium, Fluo-8 fluorescence | inhibition, % at 3 µM | 360,000 tested, 0.6% active | AID 602250;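 active = inhibition above a per-plate cutoff, the plate's mean sample inhibition plus 3 SD, cut at about 24% in these data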;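 note: 0% = DMSO plus EC80 ATP and 100% = DMSO alone without ATP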
CHRM1 antagonist: human CHRM1 antagonism | 360,000 tested, 1.3% active | P11229 | CHO-K1 hM1, Fluo-8 calcium fluorescence, ACh EC80 antagonist | AID 588852 | inhibition, % at 3 µM;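 active = percent inhibition above its own plate's cutoff, namely the mean of that plate's compound wells plus 3 SD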;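 note: peak over basal fluorescence ratio during 140 s after agonist addition; 0% = ACh EC80 plus DMSO and 100% = DMSO alone without agonist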
M1 PAM parental: nonselective activator or artifact in parental CHO-K1 calcium assay; AID 602247; activation, % at 3 µM; ATP EC20, Fluo-8 calcium fluorescence; 0% at ATP EC20, 100% at ATP max; 360,000 tested, 0.02% active;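 active = activation above the run cutoff, the mean activation of all test compounds plus 3 SD, cut at about 40% in these data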;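 note: peak over basal fluorescence ratio in a 140 s read after ATP addition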
TAAR1 antagonist: human TAAR1 antagonism | AID 624466 | inhibition, % at 3 µM | Q96RJ0 | 360,000 tested, 1.5% active | CHO RD-HGA16 TAAR1, Fluo-8 calcium fluorescence, antagonist;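 active = inhibition above a per-plate cutoff, the mean inhibition of test compounds on that plate plus 3 SD, cut at about 49% in these data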;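 note: 0% = DMSO plus EC80 beta-PEA response and 100% = DMSO alone without agonist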
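System: RD-HGA16 CHO cells with stable hTAAR1 and Gα16 | Probe or stimulus: EC80 β-phenethylamine stimulus | Dosing: 3 µM, single point | Times: Dye loading 75 min at 37 °C, then 30 min room temperature | Measured by: Fluo-8 calcium-sensitive fluorescence | Read-out basis: % inhibition of agonist calcium response | Replicates: n of 1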
M1 ag parental: counter-screen for M1 agonists: effect in parental CHO-K1 cells; Fluo-8 calcium fluorescence; scaled to maximal ATP response, vehicle zero; activation, % at 3 µM; 360,000 tested, 0.48% active; in the data active = activation above about 15%;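 note: untransfected CHO-K1 host cells lacking M1 receptor as counterscreen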
Active calls of the source: *.

Results for CC(=O)c1ccc(S(=O)(=O)Nc2ccc(C(=O)N(C)CC(=O)Nc3cccc(C)c3C)cc2)cc1 ?
M1 PAM: 10; M1 ag: -2; CHO parental Ca: -14; TAAR1 agonist: 1; CHO-K1 Ca antag: -5; CHRM1 antagonist: -11; M1 PAM parental: 7; TAAR1 antagonist: -1; M1 ag parental: 0.7

Results for CCOc1ccc(S(=O)(=O)NCCC(=O)N2CCCN(C)CC2)cc1 ?
M1 PAM: 6; M1 ag: -5; CHO parental Ca: -5; TAAR1 agonist: 2; CHO-K1 Ca antag: 1; CHRM1 antagonist: -8; M1 PAM parental: -17; TAAR1 antagonist: -1; M1 ag parental: 0.0

Results for O=C(C/C=N/OCc1c(Cl)cccc1Cl)c1ccccc1 ?
M1 PAM: 13; M1 ag: -7; CHO parental Ca: -9; TAAR1 agonist: 10; CHO-K1 Ca antag: 7; CHRM1 antagonist: -12; M1 PAM parental: 9; TAAR1 antagonist: 8; M1 ag parental: 0.4

How did CC(=O)NCC(=O)N1CCCC(C(=O)c2ccc(-c3ccccc3)c(F)c2)C1 (stereo not given) do in these assays?
M1 PAM: 12; M1 ag: -1; CHO parental Ca: -24; TAAR1 agonist: 1; CHO-K1 Ca antag: 0; CHRM1 antagonist: -17; M1 PAM parental: 9; TAAR1 antagonist: -5; M1 ag parental: 1.9

What do the screens show for `CCCc1nc2c3ccccc3ccn2c1Cc1ccc(OC)cc1C`?
M1 PAM: -5; M1 ag: -3; TAAR1 agonist: -1; CHO-K1 Ca antag: 5; CHRM1 antagonist: -25; M1 PAM parental: 12; TAAR1 antagonist: -28; M1 ag parental: 1.4

How did Cc1ccc2nc(SCC(=O)Nc3c(F)cccc3F)[nH]c2c1 do in these assays?
M1 PAM: 10; M1 ag: 0; CHO parental Ca: -18; TAAR1 agonist: 5; CHO-K1 Ca antag: -22; CHRM1 antagonist: -8; M1 PAM parental: 22; TAAR1 antagonist: 21; M1 ag parental: 1.3

What do the screens show for `CCn1c(COc2ccc(C)cc2)nnc1SCC(=O)Nc1cc(OC)ccc1OC`?
M1 PAM: -5; M1 ag: -5; CHO parental Ca: -19; TAAR1 agonist: 3; CHO-K1 Ca antag: 10; CHRM1 antagonist: 4; M1 PAM parental: -2; TAAR1 antagonist: -18; M1 ag parental: 0.6

What do the screens show for `Cc1ccc(N(CC(=O)NC2CCCCC2)S(=O)(=O)c2c(C)nn(C)c2C)cc1`?
M1 PAM: 13; M1 ag: -6; CHO parental Ca: -23; TAAR1 agonist: -1; CHO-K1 Ca antag: 3; CHRM1 antagonist: -20; M1 PAM parental: 16; TAAR1 antagonist: -7; M1 ag parental: 1.0

What do the screens show for `C=C(C)Cn1c(N2CCN(CC)CC2)nc2c1c(=O)[nH]c(=O)n2C`?
M1 PAM: 3; M1 ag: -11; CHO parental Ca: -4; TAAR1 agonist: 1; CHO-K1 Ca antag: 9; CHRM1 antagonist: -3; M1 PAM parental: -13; TAAR1 antagonist: 0; M1 ag parental: -0.6

How did CC(C)CNS(=O)(=O)c1cc(C(=O)O)c(Cl)cc1Cl do in these assays?
M1 PAM: 1; M1 ag: -2; CHO parental Ca: -6; TAAR1 agonist: -1; CHO-K1 Ca antag: -7; CHRM1 antagonist: -2; M1 PAM parental: 1; TAAR1 antagonist: -2; M1 ag parental: 0.1

How did COc1cc2c(cc1OC)C(CC#N)=NC(C)(C)C2 do in these assays?
M1 PAM: 3; M1 ag: -5; CHO parental Ca: -16; CHO-K1 Ca antag: 3; CHRM1 antagonist: 19; M1 PAM parental: 12; M1 ag parental: 2.0

What do the screens show for `COc1ccc2ccc(Oc3ncccn3)cc2c1`?
M1 PAM: 16; M1 ag: -5; CHO parental Ca: -6; TAAR1 agonist: 3; CHO-K1 Ca antag: -10; CHRM1 antagonist: -11; M1 PAM parental: 19; TAAR1 antagonist: -3; M1 ag parental: 0.4

How did CC(C)C(Cl)=NOC(=O)Nc1ccc(S(N)(=O)=O)cc1 do in these assays?
M1 PAM: 3; M1 ag: -2; TAAR1 agonist: 1; CHO-K1 Ca antag: -9; CHRM1 antagonist: -12; M1 PAM parental: 7; TAAR1 antagonist: -8; M1 ag parental: 0.3

How did O=C(c1ccccn1)c1ccc2ccccc2n1 do in these assays?
M1 PAM: 5; M1 ag: -4; CHO parental Ca: 4; TAAR1 agonist: 1; CHO-K1 Ca antag: -12; CHRM1 antagonist: -15; M1 PAM parental: 12; TAAR1 antagonist: -10; M1 ag parental: -0.1

Results for CCN(c1ccccc1)S(=O)(=O)c1ccc(C(=O)NCC(=O)Nc2ccc(F)c(F)c2F)cc1 ?
M1 PAM: -4; M1 ag: 0; CHO parental Ca: -4; TAAR1 agonist: 7; CHO-K1 Ca antag: -3; CHRM1 antagonist: 1; M1 PAM parental: 15; TAAR1 antagonist: 26; M1 ag parental: 5.6

How did Nc1nnnn1/N=C/c1ccc(Cl)cc1 do in these assays?
M1 PAM: 3; M1 ag: -5; CHO parental Ca: 11; TAAR1 agonist: 0; CHO-K1 Ca antag: -15; CHRM1 antagonist: -5; M1 PAM parental: -4; TAAR1 antagonist: -5; M1 ag parental: 0.3

Results for Cc1ccc(-c2cc(-c3ccc(F)cc3)nc(N)c2C#N)o1 ?
M1 PAM: 5; M1 ag: 1; CHO parental Ca: -13; TAAR1 agonist: 10; CHO-K1 Ca antag: 0; CHRM1 antagonist: 1; M1 PAM parental: 7; TAAR1 antagonist: 9; M1 ag parental: 0.9

How did Cn1nc(CC(=O)Nc2ncc(Br)s2)c2ccccc2c1=O do in these assays?
M1 PAM: -8; M1 ag: 10; CHO parental Ca: 22; TAAR1 agonist: 44*; CHO-K1 Ca antag: -4; CHRM1 antagonist: 7; M1 PAM parental: 14; TAAR1 antagonist: 29; M1 ag parental: 6.2

How did CC(C)n1c(=O)n(CC(=O)NCC2CCCO2)c(=O)c2c3c(sc21)COC(C)(C)C3 (stereo not given) do in these assays?
M1 PAM: 8; M1 ag: -3; CHO parental Ca: -4; TAAR1 agonist: 0; CHO-K1 Ca antag: -12; CHRM1 antagonist: -12; M1 PAM parental: 6; TAAR1 antagonist: 11; M1 ag parental: 0.3

How did COc1ccc(C(=O)NCCCNc2nc3cc(C)cc(C)c3cc2C#N)cc1 do in these assays?
M1 PAM: -2; M1 ag: -5; TAAR1 agonist: -3; CHO-K1 Ca antag: -7; CHRM1 antagonist: -2; M1 PAM parental: 0; TAAR1 antagonist: -16; M1 ag parental: 0.8

Grouped by structure: the entries above with fluorine.
How did CC(=O)NCC(=O)N1CCCC(C(=O)c2ccc(-c3ccccc3)c(F)c2)C1 (stereo not given) do in these assays?
M1 PAM: 12; M1 ag: -1; CHO parental Ca: -24; TAAR1 agonist: 1; CHO-K1 Ca antag: 0; CHRM1 antagonist: -17; M1 PAM parental: 9; TAAR1 antagonist: -5; M1 ag parental: 1.9

How did Cc1ccc2nc(SCC(=O)Nc3c(F)cccc3F)[nH]c2c1 do in these assays?
M1 PAM: 10; M1 ag: 0; CHO parental Ca: -18; TAAR1 agonist: 5; CHO-K1 Ca antag: -22; CHRM1 antagonist: -8; M1 PAM parental: 22; TAAR1 antagonist: 21; M1 ag parental: 1.3

Results for CCN(c1ccccc1)S(=O)(=O)c1ccc(C(=O)NCC(=O)Nc2ccc(F)c(F)c2F)cc1 ?
M1 PAM: -4; M1 ag: 0; CHO parental Ca: -4; TAAR1 agonist: 7; CHO-K1 Ca antag: -3; CHRM1 antagonist: 1; M1 PAM parental: 15; TAAR1 antagonist: 26; M1 ag parental: 5.6

Results for Cc1ccc(-c2cc(-c3ccc(F)cc3)nc(N)c2C#N)o1 ?
M1 PAM: 5; M1 ag: 1; CHO parental Ca: -13; TAAR1 agonist: 10; CHO-K1 Ca antag: 0; CHRM1 antagonist: 1; M1 PAM parental: 7; TAAR1 antagonist: 9; M1 ag parental: 0.9

Further entries follow.
How did CCCCCc1c(O)nc(SCCN(CC)CC)[nH]c1=O do in these assays?
M1 PAM: 14; M1 ag: -3; CHO parental Ca: -4; TAAR1 agonist: 1; CHO-K1 Ca antag: -10; CHRM1 antagonist: -8; M1 PAM parental: 3; TAAR1 antagonist: -14; M1 ag parental: 0.6

What do the screens show for `C[C@H](CO)N1C[C@H](C)[C@@H](CN(C)Cc2ccc(-c3ccccc3)cc2)Oc2c(NC(=O)Nc3ccc(C(F)(F)F)cc3)cccc2C1=O`?
M1 PAM: 5; M1 ag: 0; CHO parental Ca: -23; TAAR1 agonist: 8; CHO-K1 Ca antag: -17; CHRM1 antagonist: -11; M1 PAM parental: 13; TAAR1 antagonist: 7; M1 ag parental: -0.2

How did Cc1ccccc1C(=O)NCCSc1ccccc1 do in these assays?
M1 PAM: 2; M1 ag: -3; CHO parental Ca: -8; TAAR1 agonist: 5; CHO-K1 Ca antag: 5; CHRM1 antagonist: 7; M1 PAM parental: -8; TAAR1 antagonist: 6; M1 ag parental: -0.5

What do the screens show for `O=C(Nc1ccc(N2CCOCC2)cc1)c1ccc(COc2ccccc2)cc1`?
M1 PAM: 10; M1 ag: 1; CHO parental Ca: 8; TAAR1 agonist: 1; CHO-K1 Ca antag: -11; CHRM1 antagonist: -4; M1 PAM parental: 21; TAAR1 antagonist: 9; M1 ag parental: 2.7

Results for COC(=O)c1sc2ccccc2c1NC(=O)c1ccc(S(=O)(=O)N2CCCC(C)C2)cc1 (stereo not given) ?
M1 PAM: 5; M1 ag: -7; CHO parental Ca: -2; TAAR1 agonist: 1; CHO-K1 Ca antag: 8; CHRM1 antagonist: 3; M1 PAM parental: -5; TAAR1 antagonist: 6; M1 ag parental: -0.1

Results for Cc1cccc(NC(=O)C(=O)NCc2ccccn2)c1 ?
M1 PAM: 10; M1 ag: -4; CHO parental Ca: 2; TAAR1 agonist: 6; CHO-K1 Ca antag: -10; CHRM1 antagonist: -10; M1 PAM parental: 13; TAAR1 antagonist: 12; M1 ag parental: 0.9

What do the screens show for `O=S(=O)(c1cccs1)N1CCCCC1`?
M1 PAM: 2; M1 ag: -3; TAAR1 agonist: -1; CHO-K1 Ca antag: -4; CHRM1 antagonist: -7; M1 PAM parental: -4; TAAR1 antagonist: -8; M1 ag parental: 0.1

How did COc1ccc2[nH]c3c(=O)n(CCN4CCOCC4)cnc3c2c1 do in these assays?
M1 PAM: 18; M1 ag: 3; CHO parental Ca: 21; TAAR1 agonist: 4; CHO-K1 Ca antag: 9; CHRM1 antagonist: 0; M1 PAM parental: -25; TAAR1 antagonist: -22; M1 ag parental: 0.6

Results for CC(=O)Nc1ccc(C2=CC(=O)CC(C)(C)C2)cc1 ?
M1 PAM: 8; M1 ag: -1; CHO parental Ca: -7; TAAR1 agonist: 7; CHO-K1 Ca antag: -13; CHRM1 antagonist: -1; M1 PAM parental: 3; TAAR1 antagonist: 8; M1 ag parental: 1.4

How did CCOC(=O)c1cc(C(=O)OCC)cc(-n2c(C)cc(C(=O)CN3CCOCC3)c2C)c1 do in these assays?
M1 PAM: 3; M1 ag: -3; CHO parental Ca: -17; TAAR1 agonist: -1; CHO-K1 Ca antag: -13; CHRM1 antagonist: -3; M1 PAM parental: 12; TAAR1 antagonist: -22; M1 ag parental: -0.3

From PubChem BioAssay
